Bcl-2 Bim block – inhibitors of Bim-Bcl-2 binding, primary screen, biochemical, multiplexed, human Bcl-2 family | Bead-based flow cytometry, Bim peptide-Bcl-2 binding | inhibition, % at 10 µM | 0.06% of 190,000 active | AID 950, 2007; in the data active means inhibition above about 40%; inconclusive means no clear call, values can overlap the other calls;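 further: 0% = no compound wells with probe peptide and 100% = reference peptide inhibitor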
Bcl-XL Bim block – inhibitors of Bim-Bcl-XL binding, primary screen, biochemical, multiplexed, bead flow cytometry, human Bcl-XL. inhibition, % at 10 µM. Bcl-2-like protein 1 (Homo sapiens), Q07817. Bim peptide-Bcl-XL binding, fluorescence. 0.04% of 190,000 active
Avidin fluor – green autofluorescence of compounds with avidin beads – biophysical, 488/530 nm, flow cytometry, artefact control, profiling panel; compound fluorescence 488/530 nm; hits give high values; 0.38% of 220,000 active; fluorescence (KMESF) at 10 µM; AID 1775, 2009; in the data active means fluorescence above about 47; further: inactives centre near 10
ABCG2 block – ABCG2 efflux pump inhibitors, primary screen, multiplex with ABCB1, IgMXP3 cells, flow cytometry; Broad substrate specificity ATP-binding cassette transporter ABCG2 (Homo sapiens), Q9UNQ0; JC-1 efflux; inhibition, % at 6.6 µM; 0.1% of 190,000 active; AID 1325, 2008;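 active means inhibition above 80%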;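 further: 0% = DMSO and 100% = nicardipine control wells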
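Times: 10 min at 25 °C | Test system: Two drug-resistant human cell lines, ABCG2 and ABCB1 | Quantity: 3 million cells/mL final, two lines in 1:1 ratio | Signal: Flow cytometry, 530 nm JC-1 signal | Dosing: Compound at 6.6 µM | Controls: Nicardipine and DMSO wells | Reagent: JC-1 as fluorescent efflux pump substrate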
RGS7-Gao – RGS7-Galphao binding modulators, primary screen, biochemical, multiplexed bead flow cytometry; actives lie on both sides; binding response (% of control), % at 10 µM; 0.35% of 220,000 active; in the data active means binding response below about 49% or above about 150%; inconclusive means no clear call, values can overlap the other calls; inactive means in between;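 further: fluorescent Galphao held in activated GDP-AlF4 state binding bead-coupled RGS7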
ABCB1 inh – ABCB1 efflux pump inhibitors, primary screen, cell-based, multiplex, flow cytometry, ABCG2 counter-screen; CCRF-Adr cells, JC-1 efflux; inhibition, % at 6.6 µM; 0.067% of 190,000 active; in the data active means inhibition above about 40%;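 further: 0% = vehicle and 100% = reference inhibitor; higher value means more JC-1 retained so stronger ABCB1 efflux block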
Target sequence (P08183 whole entry, looked up): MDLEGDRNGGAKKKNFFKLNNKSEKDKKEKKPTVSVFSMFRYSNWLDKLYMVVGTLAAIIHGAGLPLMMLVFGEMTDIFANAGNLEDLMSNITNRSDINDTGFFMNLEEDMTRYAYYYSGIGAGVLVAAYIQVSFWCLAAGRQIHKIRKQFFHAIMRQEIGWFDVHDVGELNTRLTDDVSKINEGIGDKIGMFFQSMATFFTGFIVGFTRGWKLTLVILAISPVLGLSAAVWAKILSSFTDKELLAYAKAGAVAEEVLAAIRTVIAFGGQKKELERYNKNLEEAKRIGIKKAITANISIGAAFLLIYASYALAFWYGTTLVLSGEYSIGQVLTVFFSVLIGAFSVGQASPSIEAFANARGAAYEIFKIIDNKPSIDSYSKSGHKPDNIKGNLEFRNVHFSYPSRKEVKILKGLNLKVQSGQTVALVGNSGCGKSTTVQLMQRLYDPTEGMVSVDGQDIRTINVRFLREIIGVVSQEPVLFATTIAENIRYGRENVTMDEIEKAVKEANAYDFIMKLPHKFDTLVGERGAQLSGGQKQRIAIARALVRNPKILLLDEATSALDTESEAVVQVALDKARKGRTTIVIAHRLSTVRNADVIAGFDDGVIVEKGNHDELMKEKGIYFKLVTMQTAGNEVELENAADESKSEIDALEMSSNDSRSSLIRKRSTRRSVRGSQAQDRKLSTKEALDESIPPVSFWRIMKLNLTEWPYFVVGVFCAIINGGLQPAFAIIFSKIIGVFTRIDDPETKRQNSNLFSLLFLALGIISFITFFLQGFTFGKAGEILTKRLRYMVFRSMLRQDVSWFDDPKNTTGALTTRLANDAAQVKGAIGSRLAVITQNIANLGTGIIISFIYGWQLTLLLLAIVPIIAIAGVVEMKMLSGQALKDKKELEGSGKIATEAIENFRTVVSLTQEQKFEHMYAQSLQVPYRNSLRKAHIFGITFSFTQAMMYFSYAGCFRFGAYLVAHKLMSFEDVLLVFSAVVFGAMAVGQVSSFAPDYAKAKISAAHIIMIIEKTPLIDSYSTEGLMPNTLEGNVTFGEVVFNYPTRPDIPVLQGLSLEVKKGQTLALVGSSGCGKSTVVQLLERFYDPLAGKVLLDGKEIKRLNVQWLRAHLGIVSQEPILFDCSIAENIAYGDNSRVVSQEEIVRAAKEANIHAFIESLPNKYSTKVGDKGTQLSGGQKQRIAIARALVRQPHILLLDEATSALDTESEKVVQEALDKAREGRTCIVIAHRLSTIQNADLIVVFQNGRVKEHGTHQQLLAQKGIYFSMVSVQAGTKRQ
Bcl-B Bim block – inhibitors of Bim-Bcl-B binding, primary screen, biochemical, multiplexed, human Bcl-2 family. Bcl-2-like protein 10 (Homo sapiens), Q9HD36. bead-based flow cytometry, Bim peptide-Bcl-B binding. inhibition, % at 10 µM. 0.073% of 190,000 active. AID 951, 2007;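 further: 0% = tracer peptide without compound and 100% = reference inhibitor peptide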
Bcl-W Bim block – inhibitors of Bim binding to Bcl-W, primary screen, biochemical, multiplexed, bead-based flow cytometry | inhibition, % at 10 µM | 0.02% of 190,000 active | Bim peptide-Bcl-W binding | AID 952, 2007;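 further: 0% = bound tracer without compound and 100% = peptide blocker; higher means less fluorescent Bim peptide bound to Bcl-W beads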
RGS4-Gao reg – modulators of RGS4 binding to Galphao, primary screen, biochemical, multiplexed bead flow cytometry; binding response (% of control), % at 10 µM; AID 1415, 2008; 0.33% of 220,000 active; Guanine nucleotide-binding protein G(o) subunit alpha (Homo sapiens), P09471; actives lie on both sides; in the data active means binding response below about 49% or above about 150%; inactive means in between;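 further: fluorescent Galphao activated with aluminum fluoride binding bead-coupled RGS4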
GSH bead fluor – compound fluorescence on glutathione beads, profiling panel, artefact control, biophysical, 488/530 nm, flow cytometry; GSH beads flow cytometry, compound fluorescence 488/530 nm; hits give high values; fluorescence (KMESF) at 10 µM; 0.25% of 190,000 active; AID 1776, 2009; in the data active means fluorescence above about 89;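 further: glutathione beads carrying GST-tagged Bcl family fusion proteins plus one bare bead set; values are compound well signal with DMSO vehicle wells as background; inactives centre near 16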
Bim-Bfl-1 – inhibitors of Bim binding to Bfl-1, primary screen, biochemical, multiplexed, bead-based flow cytometry; Bim-Bfl-1 binding inhibition; 0.12% of 190,000 active; Bcl-2-related protein A1 (Homo sapiens), Q16548; inhibition, % at 10 µM;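 further: 0% = wells without compound plus tracer and 100% = blocker peptide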
Starred values were filed as active, the others as inactive; ? = inconclusive; / = no result given. Unless noted, no stated cut-off is given here; in the data, active means inhibition above about 40%.

compound	Bcl-2 Bim block	Bcl-XL Bim block	Avidin fluor	ABCG2 block	RGS7-Gao	ABCB1 inh	Bcl-B Bim block	Bcl-W Bim block	RGS4-Gao reg	GSH bead fluor	Bim-Bfl-1
c1ccc(COC2CCCN(Cc3nc(-c4cnccn4)no3)C2)cc1 (stereo unspecified)	0	-6	2	1	98	-0.1	-9	-3	102	16	-6
Cc1ccc(NC(=O)CSc2nnc(-c3ccccc3C)o2)cc1C	-8	-1	28	20	100	0.4	-6	1	100	22	-10
COC(=O)c1ccc(N2CCN(C(C)=O)CC2)c(NC(=O)COc2ccccc2C)c1	0	1	11	5	101	2.2	-3	1	102	23	-6
O=c1oc2ccccc2cc1N1CCOCC1	-8	-10	12	4	99	0.3	-5	-4	101	16	-14
C/C(CC(=O)Nc1ccc(C)c(Cl)c1)=N\NC(=O)c1ccco1	0	1	6	2	98	-0.4	0	1	101	26	-1
O=C(N/N=C/c1cccnc1)c1ccccc1OCc1ccc(Br)cc1	3	1	34	2	101	1.9	-2	4	106	21	-6
CC(C)c1ccc2[nH]c3nc(SCC(=O)N4CCOCC4)nnc3c2c1	-2	-3	8	13	91	1.3	0	-1	98	18	4
COC(=O)[C@H](C)NC(=O)Nc1cccc(C)c1	-4	2	10	6	101	0.6	0	5	101	10	-5
Cc1ccc(/C=N\NC(=O)c2cncc(Br)c2)o1	0	-4	5	0	101	0.1	-1	0	104	8	3
COc1cccc(/C=N/NC(=O)CSc2nnc(C)n2-c2ccccc2)c1OC	-11	-16	12	2	101	0.6	-10	-1	100	29	-17
N#C/C(=C\c1ccc(-c2cccc([N+](=O)[O-])c2)o1)C(=O)N1CCOCC1	0	0	12	6	102	0.6	-3	-1	101	10	-6
CC1(C)COC(/C=C/c2cccc([N+](=O)[O-])c2)=N1	-3	0	9	34	105	2.0	-1	-1	104	10	-5
CC(C)C(c1nnnn1Cc1ccco1)N1CCN(C2CCCC2)CC1 (stereo unspecified)	1	0	9	3	93	1.1	-1	2	96	24	5
N#C/C(=C\c1ccccc1OCc1ccc(C(=O)O)cc1)C(=O)Nc1ccc(O)cc1	-2	0	8	-1	101	-0.8	0	0	101	12	-2
CC(C)OC(=O)CSc1nnc(COc2ccc([N+](=O)[O-])cc2)n1C	1	-7	16	6	94	0.7	0	-2	96	9	9
O=C(CCn1c(=O)[nH]c2ccsc2c1=O)N1CC(=O)N(CCc2ccccc2)C(=O)C1	-9	-3	9	1	102	0.4	-9	1	103	12	-9
Cc1ccc(-c2nnn(Cc3nc(N)nc(N4CCOCC4)n3)n2)cc1	-10	0	6	3	97	0.9	-12	3	94	56	-13
CCOC(=O)CN1CC23C=CC(O2)C(C(=O)Nc2ccc(F)c(C)c2)C3C1=O (stereo unspecified)	-12	-10	11	11	107	0.2	-12	-5	100	36	-18
Cc1ccc(CN2C(=O)CCC2C(=O)NCC2CCCO2)cc1 (stereo unspecified)	-8	-10	5	0	94	0.1	-7	1	101	37	-6
O=S(=O)(/N=C(/NNS(=O)(=O)c1ccccc1)c1ccccc1)c1ccccc1	-11	-6	7	0	102	-0.3	-5	-4	82	51	-14
O=C1CSC(c2ccccc2Cl)N1 (stereo unspecified)	-2	1	10	8	98	0.0	-2	0	98	27	-1
O=C(CN1C(=O)c2ccccc2S1(=O)=O)NCc1ccc2c(c1)OCO2	/	-12	22	0	103	0.0	-8	-6	100	28	-1
O=C(CN1CCCC1)N1CCCC(c2ccc(F)cc2)c2ccc(F)cc21 (stereo unspecified)	-3	-5	3	-1	100	0.0	-6	-2	99	16	-1
CC1CCCCC1NC(=O)/C(C#N)=C/C=C/c1ccccc1[N+](=O)[O-] (stereo unspecified)	-2	-2	11	7	?	2.4	-1	0	101	9	-4
Cc1cccc(CC2S/C(=N/c3ccccn3)NC2=O)c1 (stereo unspecified)	-32	1	6	2	114	1.1	6	4	113	21	8
CCCCN(C)CCCNC(=O)c1ccc(N2CCCC2=O)cc1	-9	-19	11	3	98	0.7	-8	0	101	33	-14
CCOC(=O)c1sc2ncn(/N=C/c3ccc(O)c(OC)c3)c(=O)c2c1C	-1	0	13	8	101	1.0	-4	0	103	25	-4
Cc1ccc(N(CC(=O)NCc2ccc(F)cc2)S(=O)(=O)c2cccs2)cc1	-8	-13	6	1	97	0.9	-6	1	98	33	-13
CC(C)OC(=O)c1ccc(COC(=O)c2cccc(-c3nnc(-c4ccccc4)o3)c2)cc1	-7	-6	5	12	96	1.4	-8	-4	95	11	-6
Cc1ccc(C)c2[nH]c(=O)c(CCNC(=O)c3ccc4c(c3)OCO4)cc12	-13	-9	15	17	100	1.3	-13	-2	105	28	-15

More results
compound	Bcl-2 Bim block	Bcl-XL Bim block	Avidin fluor	ABCG2 block	RGS7-Gao	ABCB1 inh	Bcl-B Bim block	Bcl-W Bim block	RGS4-Gao reg	GSH bead fluor	Bim-Bfl-1
Cc1ccsc1C(=O)N1CCCC(CCC(=O)NCc2ccc(F)c(F)c2)C1 (stereo unspecified)	-3	-4	9	1	101	0.2	-3	-2	100	10	-8
CC(=O)N(CCO)Cc1cc2cc(C)cc(C)c2[nH]c1=O	1	0	30	1	99	-0.1	0	1	101	14	0
CCOc1cc(NS(=O)(=O)c2ccc(OC)cc2)c(OCC)cc1NC(=O)c1ccco1	11	4	4	8	77	1.4	9	2	76	43	10
COc1ccc(CN(CC2CCC(C(=O)O)CC2)C(=S)Nc2ccccc2C)cc1 (stereo unspecified)	-1	-1	7	1	103	0.1	-4	-1	106	16	-6
CCOc1ccc(-c2nnc3ccc(SCc4ccc(C(=O)OC)o4)nn23)cc1	-4	1	20	4	104	3.4	-5	2	103	10	-3
COc1ccc(N2CCN(CCCNC(=O)C3CCC(CNc4nc(=S)[nH]c5ccccc45)CC3)CC2)cc1 (stereo unspecified)	-4	-2	16	1	102	0.6	-8	0	102	13	-5
Nc1c(-c2ccccc2Cl)cnn1-c1cccc([N+](=O)[O-])c1	0	1	14	-1	101	-0.2	-2	-1	100	29	0
Cc1ccc(C)c(C(=O)CCC(=O)Nc2cccnc2)c1	-8	-2	10	3	103	0.3	-8	0	100	14	-8
COc1ccc(NC(=O)C2CCC(=O)N2)cc1 (stereo unspecified)	-6	12	4	-5	99	-3.9	-8	-3	104	32	-4
O=[N+]([O-])c1ccc(C2OCCO2)cc1CS(=O)(=O)c1ccccc1	-3	0	11	2	99	0.6	1	1	100	10	-2
COc1ccc(CN(C(=O)CSc2nnc(-c3ccc(OC)c(OC)c3)o2)c2ccc(F)cc2)cc1	0	-7	8	23	101	3.8	-10	-8	103	21	-5
CC1CC(C)CN(C(=O)C(C)N(C)CC(=O)Nc2ccccc2Cl)C1 (stereo unspecified)	-2	0	/	6	95	0.9	0	-1	99	12	-4
O=C(Nc1sc2c(c1C(=O)O)CCCCC2)c1cccs1	-1	-2	9	2	?	-0.2	-2	0	103	15	-4
COc1cccc(/C=N/NC(=O)CCn2nnc3ccccc32)c1	-3	-12	13	26	100	1.0	-10	-6	96	19	-11
CCC(=O)Nc1ccc(-c2cc3ccccc3oc2=O)cc1	-2	-1	9	1	93	0.2	-2	-1	90	17	-5
N#Cc1c(NC(=O)CSc2nc(N)cc(=O)[nH]2)sc2c1CCCC2	-2	2	6	-1	98	0.0	-1	6	99	8	2
Cc1cccc(N=Cc2cc3c(cc2[N+](=O)[O-])OCO3)c1	0	0	11	-1	105	-0.3	-1	0	99	20	2
COc1ccccc1N1CCN(CC(=O)Nc2c(C)n(C)n(-c3ccccc3)c2=O)CC1	-9	-4	5	3	103	-0.4	-9	-5	101	23	-4
NC(=O)COC(=O)c1cccc(S(=O)(=O)N2CCCCC2)c1	-1	0	12	2	100	0.4	-1	3	105	11	-4
C=CCNC(=O)/C(=C\c1ccc([N+](=O)[O-])cc1)NC(C)=O	-5	-13	10	3	103	1.0	-4	-3	106	34	-1
CCOC(=O)C1CCCN(CC(O)COc2ccccc2C(C)=O)C1 (stereo unspecified)	-10	-8	15	7	102	-0.6	-12	0	100	33	-16

An excerpt from above in order of their number in Bcl-XL Bim block, rising:
compound | Bcl-XL Bim block
C=CCNC(=O)/C(=C\c1ccc([N+](=O)[O-])cc1)NC(C)=O | -13
COc1ccccc1N1CCN(CC(=O)Nc2c(C)n(C)n(-c3ccccc3)c2=O)CC1 | -4
O=[N+]([O-])c1ccc(C2OCCO2)cc1CS(=O)(=O)c1ccccc1 | 0

Source: PubChem BioAssay (NMMLSC)
